Shiga toxin inh = inhibitors of Shiga toxin in Vero cells. Vero cells, Shiga toxin protein synthesis inhibition reporter. inhibition, % at 38.7 µM. 290,000 compounds, 9.2% hits; in the data active = inhibition mostly above about 28%, no sharp cut-off; inactive = mostly below about 43%; note: 0% is about no effect
LmPK inh = blocks Leishmania mexicana pyruvate kinase activity | 290,000 compounds, 0.37% hits | Potency, µM (highest dose often 57.5 µM), for the others: at the highest dose activity change, negative = inhibition, actives largely listed as inhibitors | AID 1721 | purified LmPK, Kinase-Glo ATP luminescence, 1 h | Q27686; note: potency is the fitted concentration of half-maximal effect; % is set by controls: 0 for no effect and ±100 for the full control effect
Target sequence (Q27686 whole entry, looked up): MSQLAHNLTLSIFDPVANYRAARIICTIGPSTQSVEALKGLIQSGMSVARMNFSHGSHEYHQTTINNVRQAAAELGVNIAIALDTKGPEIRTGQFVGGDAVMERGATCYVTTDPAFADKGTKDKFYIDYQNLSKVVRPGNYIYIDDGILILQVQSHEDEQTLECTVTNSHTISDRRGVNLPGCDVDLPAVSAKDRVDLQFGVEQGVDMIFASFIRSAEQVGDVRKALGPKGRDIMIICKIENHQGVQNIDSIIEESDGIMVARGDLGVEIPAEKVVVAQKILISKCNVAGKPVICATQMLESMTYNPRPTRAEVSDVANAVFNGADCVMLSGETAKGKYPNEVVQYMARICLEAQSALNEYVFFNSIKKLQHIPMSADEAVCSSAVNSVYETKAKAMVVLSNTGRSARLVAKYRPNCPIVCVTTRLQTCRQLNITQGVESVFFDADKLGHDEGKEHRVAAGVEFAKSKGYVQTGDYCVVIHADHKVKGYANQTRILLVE
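0.1 nM LmPK, 0.5 mM PEP, 0.1 mM ADP; 50 mM imidazole pH 7.2, 7 mM MgCl2, 50 mM KCl; 1 h RT. Kinase-Glo luminescence readout, normalized to no-enzyme (full inhibition) and uninhibited wells.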
AmpC no deterg = blocks E. coli AmpC beta-lactamase in detergent-free assay | P00811 | AmpC nitrocefin hydrolysis, absorbance 480 nm, 0.0001% Triton | Potency, µM (titrated, usually from 57.1 µM), without a hit: top-dose activity change, negative = inhibition, hits mostly inhibitors | 330,000 compounds, 0.52% hits;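 note: potency is the fitted concentration of half-maximal effect; plate controls were no compound for no effect and no enzyme for full effect; nearly all actives have a fitted effect of over 20% in size; some results filed as inactive show a strong effect at the top dose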
Target sequence (P00811 whole entry, looked up): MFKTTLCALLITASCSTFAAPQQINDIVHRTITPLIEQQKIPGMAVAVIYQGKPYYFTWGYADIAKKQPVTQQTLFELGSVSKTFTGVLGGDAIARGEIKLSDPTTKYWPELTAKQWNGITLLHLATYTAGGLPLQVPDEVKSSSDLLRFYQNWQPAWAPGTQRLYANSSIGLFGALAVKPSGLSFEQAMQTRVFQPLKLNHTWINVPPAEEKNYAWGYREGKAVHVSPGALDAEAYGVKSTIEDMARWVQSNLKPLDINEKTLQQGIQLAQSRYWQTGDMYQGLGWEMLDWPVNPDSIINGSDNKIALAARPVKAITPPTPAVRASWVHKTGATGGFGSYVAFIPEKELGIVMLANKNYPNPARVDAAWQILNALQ
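20 mM phosphate pH 7.0 + 0.01% (detergent screen) or 0.0001% Triton X-100; 5.3 nM AmpC reagent; cpd preinc 15 min RT; nitrocefin (800 uM stock) to start; A480 q20 s × 4 min; Activity was normalised to no-enzyme and no-compound control wells.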
Pf growth 48h = P. falciparum growth inhibition at 48 hours (one generation); P. falciparum luciferase growth in erythrocytes, 48 h; Potency, µM (top dose mostly 28.7 µM), without a hit: at the top dose activity change, negative = inhibition, most hits filed as inhibitors; 310,000 compounds, 5.9% hits; AID 504832; note: potency is the fitted concentration of half-maximal effect; % is set by controls: 0 for no effect and ±100 for the full control effect
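Erythrocytes infected with P. falciparum carrying an integrated firefly luciferase reporter (2% hematocrit, 0.1% parasitemia final) were exposed to compounds in RPMI 1640 with 0.5% Albumax at 37 C, 5% CO2. Growth inhibition was scored as reduced luminescence.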
Pf growth 96h = P. falciparum growth inhibition at 96 hour, primary screen for plastid delayed-death inhibitors | 320,000 compounds, 6.9% hits | AID 504834 | Potency, µM (top dose mostly 28.7 µM), for inactives: at the highest dose activity change, negative = inhibition, hits mostly inhibitors | P. falciparum luciferase reporter growth, 96 h; note: potency is the fitted concentration of half-maximal effect; % is set by controls: 0 for no effect and ±100 for the full control effect
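96 h incubation, 37 C, 5% CO2, of luciferase-reporter P. falciparum-infected RBCs (2% hematocrit, 0.05% parasitemia final) with test compounds; endpoint luminescence.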
TbPYK inhibitor = T. brucei pyruvate kinase inhibition | Q57TT1 | TbPYK enzyme, Kinase-Glo Plus ATP luminescence, 45 min | Potency, µM (titrated, usually from 76.8 µM), inactives show at the top dose activity, negative = inhibition, hits mostly inhibitors | 410,000 compounds, 0.12% hits; note: potency is the fitted concentration of half-maximal effect; % is set by controls: 0 for no effect and ±100 for the full control effect; nearly all actives have a fitted effect of over 50% in size
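ADP (130 uM final) triggers the TbPYK reaction after compound addition; incubation is 45 min at room temperature. Kinase-Glo Plus is then added and luminescence imaged. Normalized data are fitted to concentration-effect curves.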
Cycloheximide cs = affects cycloheximide protein synthesis inhibition readout, counter-screen; cell reporter, cycloheximide protein synthesis inhibition counterscreen; max response, %; 300,000 compounds, 12% hits; AID 2314; in the data active = max response mostly above about 13%, no sharp cut-off; inactive = mostly below about 14%; note: read at 38.3 µM for the half of the compounds with a filed dose; 0% is about no effect
An asterisk follows results filed as active; ? = inconclusive; / = no result given; & = joins results of further samples; [ ] = dose if it differs, or a comment. Unless noted, calls come from the whole dose curve; as a rule, active = well fitted curve in the direction sought with a large enough effect; inconclusive = small, poorly fitted or top-dose-only effect, or another doubt; inactive = no such curve, though single readings can be large; an effect the other way counts as inactive or inconclusive. Random draw from the library; about 22% have a hit in one of these screens.

SMILES	Shiga toxin inh	LmPK inh	AmpC no deterg	Pf growth 48h	Pf growth 96h	TbPYK inhibitor	Cycloheximide cs
Cc1ccc(CNC(=O)c2cc(Cl)cc(Cl)c2)n1C	-5.9	0.9%	-37.3%	0.0%	-31.1%	6.3%	2.3
CN1C(c2ccc(F)cc2)=CS/C1=C(\C#N)c1nnc2n1-c1ccccc1SC2	-6.0	3.4%	-26.7%	?	-1.9%	-3.4%	-4.3
COc1ccc(S(=O)(=O)Nc2ccc(Cc3ccncc3)cc2)cc1OC	-6.1	3.9%	-1.8%	-2.6%	-19.9%	3.2%	-7.3
CCOC(=O)C1(CC2CCCCO2)CCN(S(=O)(=O)c2ccc(C)s2)CC1 (stereo not given)	28.5	11.0%	60.3%[activator]	?	-7.8%	-8.1%	11.2
CCCC(=O)N1CCCC(c2nc(-c3cccs3)no2)C1 (stereo not given)	86.1*	1.1%	-2.1%	52.3%[activator]	/	-19.3%	20.6*
CCC1(c2ccccc2)NC(=O)N(CC(=O)N(C)CC(=O)Nc2cccc(F)c2)C1=O (stereo not given)	25.2	-5.5%	18.8%	1.7%	39.9%[activator]	-2.6%	-4.6
Cc1nnc(N/N=C/c2c(O)n(-c3cccc(C(F)(F)F)c3)c(=O)c3ccccc23)[nH]c1=O	-10.5	20.3%	-55.2%	6.57µM*	?	/	0.9
CN(CCOc1ccc(Br)cc1)CC(=O)Nc1cccc(S(=O)(=O)NC2=NCCC2)c1	-7.4	3.2%	90.6%[activator]	-18.4%	-7.6%	-3.9%	-0.9
COc1ccccc1C(=O)NNC(=O)C(=O)Nc1ccc(C)cc1	-1.6	1.4%	-25.2%	5.9%	-1.3%	0.0%	-3.2
COc1ccc(N2CCN(C(=O)CSc3nnc4c(C)cc5cc(C)ccc5n34)CC2)cc1	34.5	-5.2%	20.3%	-9.0%	53.3%[activator]	3.6%	-3.6
COC(=O)c1ccc(NC(=O)c2ccccc2SC)cc1	46.2*	9.2%	-22.9%	66.5%[activator]	96.0%[activator]	-0.3%	27.3*
C=C1CCN(C(C(=O)OC)C(C)C)S(=O)(=O)c2ccc(F)cc21 (stereo not given)	13.1&-3.2	0.0%	-15.2%	?	?	3.5%	-7.0&-2.7
CCOc1ccc(N2C(=O)CC(N3CCN(C(=O)CN4CCCC4)CC3)C2=O)cc1 (stereo not given)	-6.3	-0.9%	3.5%	23.6%	7.6%	-11.6%	-1.8
CCCCn1c(N)c(N(CC)C(=O)CSCc2ccc(C)cc2)c(=O)[nH]c1=O	14.9	1.1%	7.4%	-16.7%	-7.6%	-8.5%	-1.0
O=C(O)CCn1c(=O)[nH]c(=O)n(CCC(=O)O)c1=O	7.3	3.9%	-7.0%	-15.1%	18.3%	1.7%	1.1

4 compounds from above, showing only Pf growth 48h:
smiles,Pf growth 48h
CCCC(=O)N1CCCC(c2nc(-c3cccs3)no2)C1 (stereo not given),52.3%[activator]
CCOC(=O)C1(CC2CCCCO2)CCN(S(=O)(=O)c2ccc(C)s2)CC1 (stereo not given),?
CN(CCOc1ccc(Br)cc1)CC(=O)Nc1cccc(S(=O)(=O)NC2=NCCC2)c1,-18.4%
O=C(O)CCn1c(=O)[nH]c(=O)n(CCC(=O)O)c1=O,-15.1%

Further results follow:
SMILES	Shiga toxin inh	LmPK inh	AmpC no deterg	Pf growth 48h	Pf growth 96h	TbPYK inhibitor	Cycloheximide cs
O=C(Nc1nc(-c2ccncc2)cs1)C1COc2ccccc2O1 (stereo not given)	-4.3	7.2%	?	-8.7%	6.0%	-22.9%	-3.2
CC1CCN(CCCNC(=O)c2coc3nc4ccccc4nc23)CC1	-3.7	?	-5.0%	?	38.2%[activator]	1.1%	1.7
O=C(COC(=O)c1cc[n+]([O-])cc1)Nc1ccc2c(c1)OCCO2	5.0	1.9%	-18.9%	24.8%	/	-2.3%	-2.6
COc1ccc(C(=O)/C=C/c2ccc3c(c2)OCCO3)cc1	92.2*	-4.3%	-35.6%	35.7%[activator]	-21.4%	2.3%	30.9*
COc1ccc(OCc2nc(-c3ccc(F)c(F)c3)cs2)cc1	-3.2	-5.6%	-25.5%	42.2%[activator]	48.2%[activator]	0.4%	-1.9
COc1ccc(-c2csc(N(CCCN(C)C)C(=O)c3ccccc3F)n2)cc1	-12.5	2.3%	121.7%[activator]	?	-6.4%	9.1%	-3.2
CC(=O)c1cccc(CN2CCC(C(=O)Nc3ccc(Oc4cccnc4)cc3)CC2)c1	-5.5	-3.5%	52.4%	?	?	-2.9%	-0.6
O=C(c1ccccc1)N1N=C(c2ccco2)CC1c1cccs1 (stereo not given)	-7.4	3.8%	-23.8%	-10.7%	34.4%[activator][5.75 µM]	-5.8%	-1.9
Cc1c(NC(=O)c2nn3c(c2Br)NC(c2ccccc2)CC3C(F)(F)F)c(=O)n(-c2ccccc2)n1C (stereo not given)	-3.3	0.5%	59.4%	-14.6%	53.1%[activator]	-1.5%	-3.3
COc1ccccc1N1CCN(c2cc(C)nc3nc(C)nn23)CC1	-6.3	0.4%	1.9%	?	?	3.5%	-0.4
COc1cc(/C=C/C(=O)OCC(=O)NCCC2=CCCCC2)ccc1O	18.1	5.5%	-12.4%	-23.2%	-17.9%	2.0%	-1.6
COc1cc(/C=C2\C(=O)NC(=O)N(c3ccccc3)C2=O)cc(OC)c1O	3.1	-5.3%	-18.2%	7.8%	/	?	-3.1
Cc1cc(C)nc(NC(=O)c2ccc(Cl)cc2Cl)n1	15.9	-4.2%	-12.9%	-12.7%	17.7%	0.4%	-1.6
COc1ccc(Cn2c(O)c(C=NCCCn3ccnc3)c(=O)[nH]c2=O)cc1	16.6	-1.3%	-9.9%	?	?	2.7%	-1.0
COc1cccc(NC(=O)C2CCCN2C(=O)Nc2cccc(F)c2)c1 (stereo not given)	-7.6	2.4%	-20.9%	?	3.8%	-4.0%	3.2

Two compounds picked at random from the list so far, as already listed:
SMILES	Shiga toxin inh	LmPK inh	AmpC no deterg	Pf growth 48h	Pf growth 96h	TbPYK inhibitor	Cycloheximide cs
COc1cc(/C=C/C(=O)OCC(=O)NCCC2=CCCCC2)ccc1O	18.1	5.5%	-12.4%	-23.2%	-17.9%	2.0%	-1.6
COc1cccc(NC(=O)C2CCCN2C(=O)Nc2cccc(F)c2)c1 (stereo not given)	-7.6	2.4%	-20.9%	?	3.8%	-4.0%	3.2

More entries:
SMILES	Shiga toxin inh	LmPK inh	AmpC no deterg	Pf growth 48h	Pf growth 96h	TbPYK inhibitor	Cycloheximide cs
CCC(=O)N1CCC2(CC1)Oc1ccc(Cl)cc1C(=O)C21CC(c2ccc(Cl)cc2)=NO1 (stereo not given)	-6.9	2.2%	143.2%[activator]	?	?	-1.3%	-0.5
COc1ccc(S(=O)(=O)NCCCn2ccnc2)cc1C(C)(C)C	/	1.5%	14.4%	?	?	-7.5%	-3.0
CCSc1nnc(-c2cc(Br)ccc2NC(C)=O)c(=O)[nH]1	-11.5	-5.9%	-14.4%	6.9%	6.3%	2.6%	-3.1
Cc1cccc(OCc2nc(-c3ccccn3)n[nH]2)c1	27.6	5.7%	/	18.1%	18.7%	-2.7%	15.5
CCCCCCn1c(SCC(=O)c2ccccc2)nc2c1c(=O)[nH]c(=O)n2C	7.0	4.9%	-10.5%	0.1%	?	-25.3%	1.1
COc1ccc(C(=O)OCC(=O)Nc2ccccc2)cc1[N+](=O)[O-]	-8.6	0.0%	-9.2%	20.7%	0.0%	3.1%	-1.4
O=C(Cc1cccs1)Nc1nnc(SCC(=O)NC2CCCCC2)s1	-5.8	4.6%	-49.9%	3.3%	2.7%	-4.8%	-4.2
Cc1ccc(C(=O)Nc2ccc(N3CCN(C)CC3)cc2)c(Cl)c1	62.4*	-4.4%	0.2%	109.5%[activator]	10.4µM*	-3.2%	42.2*
CCOC(=O)C(CCCOc1ccccc1C)C(=O)OCC	-6.3	-0.9%	36.9%	-21.7%	9.28µM*	-1.7%	3.8
CC1CCC(C(C)C)C(OC(=O)C2=C3c4ccccc4S(=O)(=O)N3CC2)C1 (stereo not given)	3.4	4.2%	-24.0%	?	-22.2%	-15.2%	-3.1
COCCn1c(Cc2ccccc2)nnc1SCC(=O)N(C)C	2.2	1.7%	-10.7%	8.9%	-9.8%	1.6%	-3.5
Cc1nc2ccccc2cc1C(=O)O	21.3	5.1%	-6.1%	/	10.7%	-5.8%	4.9
COc1ccc(S(=O)(=O)N2CCCN(CC(=O)Nc3ccccc3F)CC2)cc1	-9.4	0.6%	18.4%	-10.8%	11.4%	-16.6%	1.6
Cc1nn2c(NCc3ccccn3)cc(C(C)C)nc2c1-c1ccccc1	-4.9	6.9%	-2.0%	1.65µM*	1.65µM*	1.7%	1.0
Cc1cc2ncc(C(=O)Nc3ccccc3)c(C)n2n1	-4.0	2.4%	-20.8%	26.1%	13.7%	-2.5%	2.1
CCCn1c(C)cc(/C=C(\C#N)C(=O)OCC(=O)N(C)c2c(N)n(Cc3ccccc3)c(=O)[nH]c2=O)c1C	/	/	138.0%[activator]	?	?	-5.2%	/
COc1ccccc1N1CCN(/N=C/c2c(C)nn(-c3ccccc3)c2C)CC1	7.9	1.8%	38.1%	?	?	1.5%	3.0
COc1ccc(C(=S)N2CCC(C(N)=O)CC2)cc1Br	-7.1	0.2%	-15.7%	44.6%[activator]	11.7%	-16.0%	-0.5
O=C(CCn1cnc2ccccc2c1=O)Nc1ccc(S(=O)(=O)N2CCCCC2)cc1	14.3	1.4%	-5.3%	?	-1.5%	4.8%	-1.7
O=c1[nH]c(CSc2ncn[nH]2)nc2ccccc12	16.0	-2.6%	4.0%	16.2%	22.4%	-3.2%	1.5
O=C(Nc1nc(-c2ccc(Br)cc2)cs1)c1cccnc1	-8.6	-1.8%	-23.2%	5.7%	15.2%	1.3%	-2.6
COc1ccccc1OCC(=O)Nc1ccc(S(=O)(=O)N2CCCC2)cc1	-3.5	-0.8%	-48.0%	-19.8%	13.4%	-7.6%	-4.1
NC(=O)c1ccccc1NCC(=O)c1ccc(F)cc1	48.0*	-0.2%	-17.4%	33.6%[activator]	37.5%[activator]	-1.0%	29.1*
Cc1ccn(CCC(=O)Nc2ccc3c(c2)OCO3)n1	72.6*	4.2%	-35.7%	-11.4%	-5.8%	-0.9%	24.4*
O=C(COc1ccc(Br)cc1)c1ccc2c(c1)CCCC2	-4.6	3.0%	-14.9%	33.1%[activator]	8.28µM*	-8.1%	-2.6

A portion taken from the entries so far, as a working copy:
SMILES	Shiga toxin inh	LmPK inh	AmpC no deterg	Pf growth 48h	Pf growth 96h	TbPYK inhibitor	Cycloheximide cs
CCCn1c(C)cc(/C=C(\C#N)C(=O)OCC(=O)N(C)c2c(N)n(Cc3ccccc3)c(=O)[nH]c2=O)c1C	/	/	138.0%[activator]	?	?	-5.2%	/
COc1ccccc1N1CCN(/N=C/c2c(C)nn(-c3ccccc3)c2C)CC1	7.9	1.8%	38.1%	?	?	1.5%	3.0
COc1ccc(C(=S)N2CCC(C(N)=O)CC2)cc1Br	-7.1	0.2%	-15.7%	44.6%[activator]	11.7%	-16.0%	-0.5

Screening results from PubChem.
